# KCNH2 3.1 block = blocks the human KCNH2 3.1 channel isoform | U2OS KCNH2 3.1, thallium flux FluxOr; active compounds read low | activity change, % (tested at about 1.8 µM) | hit rate 0.95% among 340,000 | AID 720553;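 active = maximum activity change below -70%; inconclusive = maximum activity change from -70% to -50%; inactive = maximum activity change above -50%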;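 note: thallium influx rate constant from kinetic fluorescence after stimulation buffer; % is set by controls: 0 for no effect and ±100 for the full control effect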
#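 U2OS cells transduced with KCNH2 3.1 mutant virus (1.77 x 10^8 /mL, 4 h), plated overnight at 37 C, loaded 45 min with FluxOr dye plus Red40 quencher. Thallium flux rate constant from kinetic reads after stimulation buffer, normalised to controls.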
# TCR activator = activates T cell receptor signaling | primary human leukocytes, anti-CD3, IL-2 HTRF, 48 h | 330,000 tested, under 10 active | Potency, µM (doses to about 9.22 µM), inactives show top-dose activation of IL-2 secretion, hits mostly activators | AID 504894; active = well fitted activation curve with a large enough effect; inconclusive = small, poorly fitted or top-dose-only effect, or another doubt; inactive = no such curve, though single readings can be large or run the other way; note: % of control where 0% means no effect
#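 Compounds are tested in HTS on primary human leukocytes co-incubated with a-CD3 beads for 48 hr. IL-2 output is measured by time-resolved FRET.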
# KCNH2 WT inh = inhibitors of human wildtype KCNH2 potassium channel; activity change, % at 1.84 µM; Q12809; hit rate 0.37% among 340,000; U2OS, BacMam KCNH2, thallium flux FluxOr; active compounds read low;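 active = maximum activity change below -70%; inconclusive = maximum activity change between -70% and -50%; inactive = maximum activity change above -50%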; note: % is set by controls: 0 for no effect and ±100 for the full control effect
# Target sequence (Q12809 whole entry, looked up): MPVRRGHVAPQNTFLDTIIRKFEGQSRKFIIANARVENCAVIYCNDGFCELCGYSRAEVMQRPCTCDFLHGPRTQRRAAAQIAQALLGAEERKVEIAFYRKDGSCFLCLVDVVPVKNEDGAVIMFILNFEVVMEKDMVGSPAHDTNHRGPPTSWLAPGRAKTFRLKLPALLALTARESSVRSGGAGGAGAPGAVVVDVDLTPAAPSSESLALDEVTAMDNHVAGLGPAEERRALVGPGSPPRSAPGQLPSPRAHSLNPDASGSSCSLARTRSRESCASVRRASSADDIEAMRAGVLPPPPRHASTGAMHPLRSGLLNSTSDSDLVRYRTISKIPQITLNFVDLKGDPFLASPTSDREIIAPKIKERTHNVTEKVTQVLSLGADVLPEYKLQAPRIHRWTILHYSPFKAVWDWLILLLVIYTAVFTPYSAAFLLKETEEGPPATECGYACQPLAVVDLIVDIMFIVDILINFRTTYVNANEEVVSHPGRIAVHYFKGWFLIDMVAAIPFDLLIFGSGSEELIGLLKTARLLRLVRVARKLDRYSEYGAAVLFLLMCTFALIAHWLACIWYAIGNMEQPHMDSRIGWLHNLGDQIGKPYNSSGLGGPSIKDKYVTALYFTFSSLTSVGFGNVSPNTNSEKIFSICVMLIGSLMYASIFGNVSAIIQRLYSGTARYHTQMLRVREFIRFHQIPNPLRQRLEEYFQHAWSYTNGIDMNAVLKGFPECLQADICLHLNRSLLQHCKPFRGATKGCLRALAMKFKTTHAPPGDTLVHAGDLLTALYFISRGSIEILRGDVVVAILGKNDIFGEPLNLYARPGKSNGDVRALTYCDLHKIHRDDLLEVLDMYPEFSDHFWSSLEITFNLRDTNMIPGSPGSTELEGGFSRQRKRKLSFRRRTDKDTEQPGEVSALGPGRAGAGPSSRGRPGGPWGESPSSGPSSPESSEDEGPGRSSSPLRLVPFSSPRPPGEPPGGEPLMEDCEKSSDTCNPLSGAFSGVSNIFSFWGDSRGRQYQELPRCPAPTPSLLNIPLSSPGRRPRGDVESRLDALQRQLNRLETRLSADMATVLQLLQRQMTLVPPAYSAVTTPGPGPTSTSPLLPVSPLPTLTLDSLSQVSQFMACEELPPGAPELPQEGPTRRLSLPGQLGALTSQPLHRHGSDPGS
#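 U2OS cells transduced with wild-type KCNH2 virus are loaded with FluxOr dye for 45 min, and thallium flux is measured in kinetic reads before and after stimulation buffer. Rate constants are normalized to DMSO controls.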
# * marks the source's active call; other numbers are inactive results; u = inconclusive. This is a subset; the hit share may differ from the screen's.
# A first look (2 entries):
# Values in the order: KCNH2 3.1 block | TCR activator | KCNH2 WT inh
- COc1cc(OC)cc(C(=O)NNC(=O)C(CCC(N)=O)NS(=O)(=O)c2ccc(Cl)cc2)c1 (stereo not given)
  7 | 1% | 2
- Cc1cccc(C(C(C(=O)c2ccccc2)N2CCOCC2)N2CCOCC2)c1 (stereo not given)
  23 | 3% | -2

# This part in full, from the first entry:
# Values in the order: KCNH2 3.1 block | TCR activator | KCNH2 WT inh
- COc1cc(OC)cc(C(=O)NNC(=O)C(CCC(N)=O)NS(=O)(=O)c2ccc(Cl)cc2)c1 (stereo not given)
  7 | 1% | 2
- Cc1cccc(C(C(C(=O)c2ccccc2)N2CCOCC2)N2CCOCC2)c1 (stereo not given)
  23 | 3% | -2
- OC(CN1CCN(Cc2ccccc2)CC1)c1ccc(Br)cc1 (stereo not given)
  u | 8% | 12
- CCOC(=O)c1c[nH]c2c([N+](=O)[O-])cc(OC)cc2c1=O
  -4 | 0% | -6
- O=C(NCC1CCCO1)c1ccc(NC(=O)c2cccc(Cl)c2)cc1 (stereo not given)
  -6 | 1% | 2
- CCN1CCN(S(=O)(=O)c2ccc(Cl)c(C(=O)Oc3ccc(CC(=O)OC)cc3)c2)CC1
  -3 | -38% | -13
- S=c1[nH]ncn1NCc1cccc(Br)c1
  -1 | -4% | -10
- Cc1cn(C2CCCCC2)c(=O)n(-c2ccccc2)c1=O
  u | -5% | -1
- CN(C)S(=O)(=O)c1cccc(NC(=O)CCCC2CCCCC2)c1
  4 | 0% | 15
- O=C(O)c1c[nH]c2ccc([N+](=O)[O-])cc2c1=O
  25 | -4% | -5
- O=C(C(=O)N(Cc1ccccc1)Cc1ccccc1)c1c(-c2ccccc2)[nH]c2ccccc12
  -31 | 9% | -7
- CCOc1cc2c(cc1O)CCC1C2CCC2(C)C(O)CCC12 (stereo not given)
  -2 | 2% | -3
- C=C1[C@H](C)CN(S(=O)(=O)C(C)(C)C)[C@H]1CCO
  -6 | 1% | 0
- N#Cc1ccc(NC2c3ccccc3CC2O)cc1 (stereo not given)
  18 | 7% | 37
- c1ccc(COc2ncnc3c2ncn3CCCNCc2ccc3c(c2)OCO3)cc1
  -10 | -3% | 0
- CCOC(=O)C1CCN(C(=O)c2cccc(S(=O)(=O)N3CCCc4ccccc43)c2)CC1
  14 | -6% | -2
- O=C(Cc1cccc(NC(=O)C2CCCN(C(=O)CCc3ccccc3)C2)c1)Nc1cccc(C(=O)N2CCCCC2)c1 (stereo not given)
  -5 | 2% | -1
- CN1CCCC1CCNc1ccc2sc3ccccc3c(=O)c2c1 (stereo not given)
  -11 | -7% | -6
- CC(C)(C)S(=O)(=O)N1C[C@H]2CC/C=C\C/C(c3ccccc3)=C\2[C@@H]1CCO
  -5 | -5% | -3
- COCCn1c(=N)c(C(=O)NCCc2ccccc2)cc2c(=O)n3cccc(C)c3nc21
  -29 | 2% | -11
- O=C(CSc1nc2scc(-c3cccs3)c2c(=O)n1CCc1ccccc1)N1CCCC1
  -38 | 1% | -3
- O=C(NCCN1CCOCC1)c1cccc(S(=O)(=O)N2CCCCC2)c1
  2 | -1% | 8
- Cc1ccc(C(=O)NNC(=O)c2cccc3ccccc23)cc1
  19 | 7% | -10
- O=C(c1ccc2c(c1)C(=O)N(Cc1ccncc1)C2=O)N1CCN(S(=O)(=O)c2ccc(OC(F)(F)F)cc2)CC1
  -13 | 6% | -7
- O=C(CCS(=O)(=O)c1ccc(Cl)cc1)Nc1cccc(S(=O)(=O)N2CCCCCC2)c1
  -27 | 2% | 2
- O=C1NC(CCO)C(=O)NC1CCO (stereo not given)
  -2 | -10% | 1
- Nc1[nH]c(=O)[nH]c(=O)c1N=Cc1ccccc1
  -5 | -8% | 31
- CC12CCC(O)CC1=CCC1C2CCC2(C)c3[nH]ncc3CC12 (stereo not given)
  -9 | 3% | 2
- Cc1ccc(S(=O)(=O)NC2CC3CCC2C3)cc1 (stereo not given)
  3 | -3% | 0
- CC(C)(c1ccc(O)c([N+](=O)[O-])c1)c1ccc(O)c([N+](=O)[O-])c1
  11 | 4% | 2
- O=C(NCCc1ccccc1)c1ccc(NC(=O)C2CCCC2)cc1
  -11 | 11% | 1
- Cc1c(NS(=O)(=O)c2cccc(C(=O)NCc3cccc(Cl)c3)c2)c(=O)n(-c2ccccc2)n1C
  0 | 0% | -18
- Cc1ccc(C(=O)C2C(c3ccc(-c4ccccc4[N+](=O)[O-])o3)NC(=O)NC2(O)C(F)(F)F)cc1 (stereo not given)
  -6 | -3% | 4
- CN(C(=O)/C=C/c1ccccc1)C1CCCCC1
  -2 | 5% | -4
- COc1c(NC=O)c2c(c([N+](=O)[O-])c1OC)C(=O)OC2
  13 | 2% | -9
- COc1ccc(CCN(C)C(=O)CSc2nc3ccccc3c(=O)n2CC2CCCO2)cc1OC (stereo not given)
  12 | -1% | 1
- CCCc1nc2c(s1)CCc1onc(-c3ccc(OC)cc3)c1-2
  -2 | 0% | 4
- O=C(O)/C=C/C(=O)Nc1nc(-c2ccc3ccccc3c2)cs1
  -2 | 7% | 1
- Nc1nc(SCc2ccccc2)c2ncn(CCO)c2n1
  -13 | -3% | -1
- O=C(Nc1ccc2nc3n(c(=O)c2c1)CCCC3)c1ccc(Cl)nc1
  -11 | -1% | 0

# Some values from the entries so far:
# In KCNH2 WT inh, Cc1ccc(C(=O)C2C(c3ccc(-c4ccccc4[N+](=O)[O-])o3)NC(=O)NC2(O)C(F)(F)F)cc1 (stereo not given) is listed with 4
# In KCNH2 3.1 block, O=C(O)/C=C/C(=O)Nc1nc(-c2ccc3ccccc3c2)cs1 is listed with -2
# In TCR activator, CCCc1nc2c(s1)CCc1onc(-c3ccc(OC)cc3)c1-2 is listed with 0%
# In TCR activator, CN(C(=O)/C=C/c1ccccc1)C1CCCCC1 is listed with 5%
# In KCNH2 WT inh, COc1ccc(CCN(C)C(=O)CSc2nc3ccccc3c(=O)n2CC2CCCO2)cc1OC (stereo not given) is listed with 1
# In TCR activator, CC(C)(c1ccc(O)c([N+](=O)[O-])c1)c1ccc(O)c([N+](=O)[O-])c1 is listed with 4%

# Further compounds follow:
# Values in the order: KCNH2 3.1 block | TCR activator | KCNH2 WT inh
- O=C(ONC(=O)C1CCCCC1C(=O)NOC(=O)c1ccccc1)c1ccccc1 (stereo not given)
  -5 | -5% | -2
- O=C(c1ccccc1)C(CN1CCCCC1)c1ccccc1 (stereo not given)
  -11 | -4% | -4
- O=C(Cn1cc(COc2ccc3ccc(=O)oc3c2)nn1)c1ccc(O)cc1
  12 | -3% | 6
- Nc1cc2c(cc1Cl)-c1ccc(Cl)cc1C2=O
  -4 | -5% | -3
- CCCCOC(=O)C1C2CCC(O2)C1C(=O)OCC (stereo not given)
  -8 | -4% | 0
- Nc1ccccc1-c1ccc(Cl)cc1
  15 | 3% | -5
- COc1ccc(-c2c(-c3ccsc3)oc3ccc(N4CCOCC4)cc23)cn1
  -13 | 12% | 0
- COc1ccc(C(=O)N2CCC(C(=O)N3CCN(c4ccccc4)CC3)CC2)cc1
  4 | -6% | -3
- NC(=S)NN=C1CCCCCCCCCC1
  5 | -1% | 0
- CCOC(=O)/C=C1\SCC(=O)N1CC(O)CN1C(=O)CS/C1=C/C(=O)OCC (stereo not given)
  -19 | 0% | 0
- O=C1C(=NO)CCc2ccccc21
  0 | -3% | -1
- Cc1c(/C(O)=C2\C(=O)C(=O)N(CCCN(C)C)C2c2ccco2)cnn1-c1ccccc1 (stereo not given)
  -16 | 7% | -8
- CN(C)C(=O)c1ccc(NC(=O)COC(=O)CCN=C2NS(=O)(=O)c3ccccc32)cc1
  6 | 0% | -8
- O=C(NN1CCOCC1)c1cccc(Br)c1
  11 | -4% | 3
- CN(CC(=O)Nc1cc(C(F)(F)F)ccc1-n1cncn1)Cc1nc2ccccc2c(=O)[nH]1
  -21 | 9% | -4
- O=[N+]([O-])c1ccccc1C=NNC(=S)NN=Cc1ccccc1[N+](=O)[O-]
  5 | 4% | 5
- CN(C)c1c([N+](=O)[O-])cc(N2C(=O)C=CC2=O)cc1[N+](=O)[O-]
  1 | 2% | 11
- O=C(Cn1ccc2ccccc2c1=O)NCCC(=O)N1CCN(C(=O)c2ccco2)CC1
  12 | -2% | -20
- COc1ccc(CCNC/C=C/c2ccccc2)cc1
  -8 | -6% | 2
- Nc1nonc1-n1nnc(C(=O)N/N=C/c2cccc(F)c2)c1CN1CCCCCC1
  0 | 3% | 9

# Part of the list above in another layout:
canonical_smiles | KCNH2 3.1 block | TCR activator | KCNH2 WT inh
Cc1c(/C(O)=C2\C(=O)C(=O)N(CCCN(C)C)C2c2ccco2)cnn1-c1ccccc1 (stereo not given) | -16 | 7% | -8
CN(C)C(=O)c1ccc(NC(=O)COC(=O)CCN=C2NS(=O)(=O)c3ccccc32)cc1 | 6 | 0% | -8
O=C(NN1CCOCC1)c1cccc(Br)c1 | 11 | -4% | 3
CN(CC(=O)Nc1cc(C(F)(F)F)ccc1-n1cncn1)Cc1nc2ccccc2c(=O)[nH]1 | -21 | 9% | -4
O=[N+]([O-])c1ccccc1C=NNC(=S)NN=Cc1ccccc1[N+](=O)[O-] | 5 | 4% | 5

# The list continues:
# Values in the order: KCNH2 3.1 block | TCR activator | KCNH2 WT inh
- Cc1cc(C2C(=O)NC(=O)C2=O)c(C)cc1Br (stereo not given)
  -23 | -6% | -1
- COc1ccc(S(=O)(=O)N(C)C)cc1NCC(=O)Nc1cccc2ccccc12
  5 | -4% | 8
- C=C1CCN([C@@H](CC(C)C)C(=O)Nc2ccc(OC)cc2)S(=O)(=O)c2ccccc21
  5 | -13% | 3
- CC(=NO)C1CCC2C3CCC4CC(=NO)CCC4(C)C3C(C)(O)CC12C (stereo not given)
  -23 | 0% | -18
- Cc1ccc(-c2nnc(-c3ccccc3)o2)cc1Br
  -2 | -14% | -7
- CC1CCN(c2ccccc2NC(=S)NC(=O)c2ccco2)CC1
  -7 | -5% | -18
- O=C(NCCc1nc(-c2ccccc2)no1)c1ccccc1
  2 | -9% | 3
- O=C(c1cc(COc2ccc(-n3cncn3)cc2)on1)N1CCCC1
  -1 | 13% | -13
- CCOC(=O)Cc1c[nH]c2ccc([N+](=O)[O-])cc12
  -12 | 2% | 4
- CCOc1ccc2ccccc2c1/C=N/NC(=O)c1c(C)cc(C)[nH]c1=O
  -2 | -19% | -3
- O=C(O)C(=Cc1cccc([N+](=O)[O-])c1)c1ccc(Cl)cc1
  1 | 8% | -9
- CN(c1ccc(C(=O)NC2CCCCC2)cc1)S(=O)(=O)c1ccccc1
  14 | -4% | 1
- CCN1C(=O)N[C@@H](c2cccs2)C(C(=O)OC)=C1C
  5 | -2% | 40
- CC(=O)OC1CCC2(C)C(=CCC3C4CC(=O)N(O)C(=O)C4(C)CCC32)C1 (stereo not given)
  -1 | -1% | -5
- CN1C[C@@H]2[C@@H]3C(=O)N(Cc4ccccc4)C(=O)[C@@H]3[C@](Cc3ccccc3)(C1=O)N2C(=O)c1ccc(Br)cc1
  -20 | 6% | 7
- Cc1ccc[n+](CC(=O)c2ccc(NC(=O)c3ccccc3)cc2)c1C
  16 | 2% | -2
- O=c1ccc(Cl)nn1-c1ccccc1
  -11 | -3% | 0
- COc1ccc(NS(=O)(=O)c2cc(NC(=O)Cc3n[nH]c(=O)c4ccccc34)ccc2OC)cc1
  -4 | 5% | 13

# 3 compounds drawn at random from those above, as already listed:
# Values in the order: KCNH2 3.1 block | TCR activator | KCNH2 WT inh
- O=C1NC(CCO)C(=O)NC1CCO (stereo not given)
  -2 | -10% | 1
- O=C(NCCc1nc(-c2ccccc2)no1)c1ccccc1
  2 | -9% | 3
- COCCn1c(=N)c(C(=O)NCCc2ccccc2)cc2c(=O)n3cccc(C)c3nc21
  -29 | 2% | -11

# Screening results from PubChem.
